HTR5A ag: counter-screen for OPRM1-OPRD1 agonists: human HTR5A agonism. activation, % at 9.3 µM. HTR5A agonist assay, luminescence, cell-based. P47898. AID 504692. hit rate 0.61% among 340,000; in the data active = activation mostly above about 9.5%, no sharp cut-off; inactive = mostly below about 7.6%;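 note: 0% = cells with vehicle only and 100% = reference agonist; strong numbers were not always called active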
MOR-DOR inv ag: inverse agonist of human OPRM1-OPRD1 heterodimerization | hit rate 0.21% among 340,000 | inhibition, % at 9.3 µM | P35372+P41143 | cell-based MOR-DOR heterodimer luminescence, inverse agonism; in the data active = inhibition above about 22%, passing the limit was not always enough;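 note: 0% = cells with DMSO and 100% = wells without cells with DMSO; values of inactives mirror those of a sister screen read the other way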
Target sequence (P35372 whole entry, looked up): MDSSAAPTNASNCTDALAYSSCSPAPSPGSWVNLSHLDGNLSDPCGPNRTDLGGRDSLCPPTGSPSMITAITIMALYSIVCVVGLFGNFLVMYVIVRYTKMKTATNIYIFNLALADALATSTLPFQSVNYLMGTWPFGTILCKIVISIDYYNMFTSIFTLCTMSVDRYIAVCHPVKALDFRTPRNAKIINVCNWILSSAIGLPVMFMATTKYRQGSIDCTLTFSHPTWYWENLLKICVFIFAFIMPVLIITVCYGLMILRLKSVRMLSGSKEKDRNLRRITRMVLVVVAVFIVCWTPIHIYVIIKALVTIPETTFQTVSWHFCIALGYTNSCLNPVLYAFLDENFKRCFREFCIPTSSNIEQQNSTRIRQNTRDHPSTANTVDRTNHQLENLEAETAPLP
Target sequence (P41143 whole entry, looked up): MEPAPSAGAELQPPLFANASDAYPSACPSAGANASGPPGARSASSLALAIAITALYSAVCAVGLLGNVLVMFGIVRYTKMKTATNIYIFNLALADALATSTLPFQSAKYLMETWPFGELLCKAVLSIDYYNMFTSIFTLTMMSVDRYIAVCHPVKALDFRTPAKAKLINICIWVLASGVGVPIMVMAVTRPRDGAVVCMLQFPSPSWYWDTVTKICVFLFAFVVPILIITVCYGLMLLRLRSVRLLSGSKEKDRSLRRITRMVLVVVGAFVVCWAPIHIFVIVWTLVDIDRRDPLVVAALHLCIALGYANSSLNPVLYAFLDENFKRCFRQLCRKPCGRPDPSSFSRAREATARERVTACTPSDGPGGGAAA
RTF Ca sens inh: cardiac RTF calcium desensitization. P19429+P45379. IANBD-labeled cardiac RTF, Ca2+ fluorescence. inhibition, % at 7.15 µM. hit rate 0.12% among 340,000;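 active = inhibition above the mean inhibition of all tested compounds plus 3 SD, cut at about 17% in these data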;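 note: assay run at fixed EC70 calcium of 1.6 mM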
Keap1 Nrf2 FP: disrupts human Keap1 binding to Nrf2 peptide; Keap1 Kelch-Nrf2 peptide fluorescence polarization, 1536-well; inhibition, % at 9.4 µM; hit rate 0.15% among 340,000; AID 504523; in the data active = inhibition above about 12%;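 note: human Keap1 Kelch domain with fluorescein labeled Nrf2 9mer peptide probe; 0% = neutral control wells and 100% = peptide positive control; higher means more block of Keap1 binding to Nrf2 peptide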
HTR5A inv ctr: HTR5A inverse agonism, opioid heterodimer counter-screen; P47898; HTR5A cell line, luminescence; inhibition, % at 9.3 µM; hit rate 0.083% among 340,000; AID 504634; in the data active = inhibition mostly above about 23%, no sharp cut-off; inactive = mostly below about 18%;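 note: 0% = cells with DMSO and 100% = no-cell wells with DMSO; some compounds called inactive have numbers as strong as hits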
V-ATPase pH: yeast V-ATPase proton transport regulation by pHLuorin | S. cerevisiae, pHLuorin cytosolic pH fluorescence | response, % at 10 µM | hit rate 0.37% among 350,000; in the data active = response mostly above about 7.3%, no sharp cut-off; inactive = mostly below about 5.4%; note: actives read high; inactives centre near 0; some compounds called inactive have numbers as strong as hits; reference of the scale not given here
C-LANA FP: KSHV C-LANA DNA binding inhibition; inhibition, % at 9 µM; hit rate 0.078% among 340,000; AID 504423; MBP-C-LANA/FAM-LBS DNA binding, fluorescence polarization;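 active = highest replicate inhibition at or above 60% at 9 µM, even if other replicates fall short; inactive = all replicates below 60% inhibition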;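 note: 0% = neutral control wells and 100% = 4 µM acridine orange control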
OPRM1-OPRD1 ag: agonists of human mu-delta opioid receptor heterodimerization; P35372+P41143; cells, OPRM1-OPRD1 heterodimerization, luminescence; activation, % at 9.3 µM; hit rate 0.3% among 340,000; AID 504326; in the data active = activation above about 18%;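 note: 0% = vehicle-treated cells and 100% = reference agonist; values of inactives mirror those of a sister screen read the other way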
RTF Ca sens act: increases calcium sensitivity of human cardiac regulated thin filaments. hit rate 0.24% among 340,000. P19429+P45379. AID 493008. IANBD-labeled TnC RTF fluorescence at EC20 calcium; 0% EC20 calcium, 100% full calcium. activation, % at 7.2 µM;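 active = activation above the mean over all tested compounds plus 3 SD, cut at about 30% in these data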;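 note: rise in fluorescence read as greater calcium sensitivity of cardiac thin filaments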
CAL-PDZ inh HTS: CAL PDZ (human) peptide binding inhibition; Q9HD26; purified CAL PDZ, TMR-peptide fluorescence polarization, 1 h; inhibition, % at 24.9 µM; hit rate 0.92% among 300,000; AID 602252;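 active = mean inhibition of at least 30% with at least half of replicates also reaching 30%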;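 note: 0% = DMSO neutral control and 100% = excess unlabeled competitor peptide PRC23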
Starred values were filed as active, the others as inactive; nt = no result given.

SMILES	HTR5A ag	MOR-DOR inv ag	RTF Ca sens inh	Keap1 Nrf2 FP	HTR5A inv ctr	V-ATPase pH	C-LANA FP	OPRM1-OPRD1 ag	RTF Ca sens act	CAL-PDZ inh HTS
Cc1ccc(C(=O)Cn2nnc3ccccc32)cc1	2.2	15.5	-14.1	-3.3	-5.5	-0.2	0.3	-3.2	6.8	-1.9
CC(C)C(NC(=O)OCc1ccccc1)C(=O)NCC(=O)OC(C)(C)C (stereo unspecified)	-4.5	6.3	-10.2	-1.9	10.8	2.4	-0.5	-1.5	-2.0	-3.0
CCOc1ccc(-c2noc(CCC(=O)NCC3CCCO3)n2)cc1OC (stereo unspecified)	2.9	7.7	11.5	-1.8	-27.5	-4.4	-0.4	-1.2	-8.7	-4.3
O=C(Nn1c(-c2ccc(Br)cc2)nc2ccccc2c1=O)c1ccc([N+](=O)[O-])cc1	-6.1	-34.9	-21.4	-1.7	17.3	0.6	-1.6	4.8	-10.0	-2.6
CCN(C(=O)CSc1nnc(Nc2ccccc2)s1)C1CCS(=O)(=O)C1 (stereo unspecified)	5.2	3.3	-1.4	3.3	-10.5	-1.1	-0.7	-0.6	4.5	nt
CCNC(=O)CN(c1ccc(Br)c(C)c1)S(C)(=O)=O	-5.1	2.1	-11.8	1.0	13.4	2.3	1.6	-0.4	0.6	-5.4
O=C(c1cccnc1)N1N=C(c2cccs2)CC1c1ccc(F)cc1 (stereo unspecified)	-2.7	22.6	-5.5	3.9	7.5	-2.2	-2.2	-4.9	-6.5	-2.2
COc1ccc(Cl)cc1NC(=O)CN(C)C(=O)c1ccc(N2CCCCCC2)c([N+](=O)[O-])c1	2.1	-6.7	4.8	-5.5	-5.4	3.6	2.0	1.2	18.1	-4.5
COc1ccc(CN2CCn3ncc(C(=O)Nc4ccc(Cl)cc4Cl)c3C2=O)cc1	1.2	6.6	-8.2	-2.2	-2.7	-5.3	-4.3	-1.4	-6.9	nt
O=C(NCCCCc1ccccc1)c1ccc(Br)cc1	-1.3	-9.9	-1.6	-5.0	4.4	-2.3	-2.4	1.8	0.5	-6.4
CCOc1ccccc1NC(=O)N1CCC(c2nc3ccccc3[nH]2)CC1	-0.7	2.9	-13.0	-2.2	14.5	-0.4	-0.1	-0.5	-4.3	nt
CC(C)c1ccc(/C=C/C(=O)N2CCOCC2)cc1	-0.7	-1.1	-3.3	2.1	7.4	-2.3	0.7	0.2	-0.1	nt
COc1ccc2nc(SCC(=O)Nc3c(C)cccc3C)[nH]c2c1	-1.9	4.2	-1.1	1.1	-0.8	0.0	0.1	-0.8	-6.0	-0.3
Cc1ccc(S(=O)(=O)NC(=O)N2CCCC(C)(C)C2)cc1	3.0	10.7	-0.2	-1.6	-11.6	-1.1	-0.3	-2.3	-0.6	-2.8
Cc1ccccc1CN(C)CC(=O)Nc1c(C)cccc1C(C)C	-3.6	-23.5	-4.0	-1.3	-9.7	1.4	0.5	4.6	14.8	nt
O=c1oc(-c2ccccc2)cc(Cl)c1Cl	6.3	9.5	-1.3	-2.2	-23.3	-33.9	7.8	-2.0	-0.8	5.5
CCOC(=O)c1[nH]c(C)c(CN(C(C)=O)c2ccc(OCC)cc2)c1C	5.1	18.1	-2.5	1.4	-13.5	-2.0	-1.0	-3.5	6.7	-0.2
CC(C)N(C(=O)CSc1nc(Cc2ccccc2)nc2ccccc12)C(C)C	2.2	-6.8	-1.9	-1.6	-8.3	0.1	-0.8	1.5	-0.3	-1.1
Oc1ccc(/C=N/N2CCCCC2)c(O)c1	-2.4	4.5	0.8	2.1	8.8	1.9	-1.0	-0.9	-4.6	-0.1
COC1=CC(=O)OC(C)(c2ccccc2)C1 (stereo unspecified)	0.1	6.6	-4.6	1.2	-0.2	-1.4	0.0	-1.4	9.5	-4.0
CCN(C(=O)CSc1nnc2ccccn12)C1CCS(=O)(=O)C1 (stereo unspecified)	2.3	14.2	1.5	2.2	-15.7	0.0	-0.4	-2.8	0.2	nt
CC(C)[C@H](NC(=O)C1CCN(S(=O)(=O)c2ccccc2)CC1)C(=O)NCc1ccco1	4.3	18.4	1.1	0.0	-16.2	3.1	-0.4	-3.5	-0.7	-1.5
CC12CN(C(=S)Nc3ccccc3)CC(C)(CN(C(=S)Nc3ccccc3)C1)C2=O	6.0	0.2	9.8	-3.2	-13.3	-1.6	0.5	0.0	-0.3	-2.1
CCN(CC)CCN1C(=O)c2oc3ccccc3c(=O)c2C1c1ccc(F)cc1 (stereo unspecified)	-4.5	-11.0	-7.3	-2.7	8.8	1.6	-2.7	1.9	2.9	nt
Cc1ccc(CC2SC(=Nc3ccccc3)N(c3ccccc3)C2=O)cc1 (stereo unspecified)	2.0	-10.7	-4.6	-4.3	-5.3	-0.9	0.2	2.1	12.5	-7.9
(further entries)
SMILES	HTR5A ag	MOR-DOR inv ag	RTF Ca sens inh	Keap1 Nrf2 FP	HTR5A inv ctr	V-ATPase pH	C-LANA FP	OPRM1-OPRD1 ag	RTF Ca sens act	CAL-PDZ inh HTS
Cc1cc2occ(CC(=O)N(C)CC(=O)Nc3ccccc3Br)c2cc1C	4.8	1.2	-9.0	-5.1	-14.7	-0.7	-2.2	-0.2	-5.8	0.0
CC(=O)c1c(C)[nH]c(C(=O)COc2ccc3ccc(=O)oc3c2)c1C	-7.3	0.5	-4.2	1.4	-7.2	-4.8	2.2	-0.1	1.3	-2.6
O=c1[nH]c2cc3c(cc2cc1CN(Cc1ccco1)C(=S)NCC1CCCO1)OCCO3 (stereo unspecified)	-3.9	7.6	3.4	-4.8	9.7	-4.7	0.1	-1.4	1.3	-5.8
COCCOC(=O)C1=C(C)NC2=C(C(=O)CC(c3cccs3)C2)C1c1ccsc1 (stereo unspecified)	-4.0	14.4	4.5	0.2	-21.6	3.4	-2.1	-3.5	-4.2	-6.5
CCCC(C)c1nnc(NC(=O)C2CC(=O)N(c3ccc(OCC)cc3)C2)s1 (stereo unspecified)	4.4	-10.5	1.6	5.2	-2.8	-0.1	-2.5	1.5	-0.7	-2.8
CCOC(=O)[C@H]1[C@H]2COc3ccc(OC)cc3[C@@H]2N2C(=O)CN(CCc3c[nH]c4ccccc34)C(=O)[C@@]12C	5.5	-0.2	-6.6	-4.6	-28.6	-1.9	2.0	0.0	-2.6	-2.8
COC(=O)Cn1c(=NC(=O)CN2C(=O)CCC2=O)sc2cc(S(N)(=O)=O)ccc21	-2.5	10.8	0.2	-4.1	13.8	2.9	0.3	-2.0	3.0	0.9
CC(C)c1ccc(S(=O)(=O)c2nnn3c2nc(N2CCCCC2)c2ccccc23)cc1	-2.7	16.4	-2.5	-0.7	-12.9	2.4	-1.0	-3.2	-4.0	-5.6
CCOc1ccc(NC(=O)CN(C)CC(=O)Nc2ccccc2SC)cc1OCC	-2.2	15.0	-5.1	-4.0	-3.4	1.7	0.8	-2.8	-11.8	-2.6
CCC1(c2ccccc2)C(=O)N(C(=O)OC(C)(C)C)N1C(=O)OC(C)(C)C (stereo unspecified)	-0.3	-17.9	3.9	-7.6	-22.9	-6.8	-1.5	3.2	0.0	3.4
Cn1cc(C(=O)NC2C3CC4CC(C3)CC2C4)cn1 (stereo unspecified)	3.5	6.4	-41.4	1.3	-12.7	-1.1	0.0	-1.2	-1.8	-0.2
CCN(CC)CCn1c2c(c(SCC(=O)Nc3cccc4ccccc34)nc1=O)CCCC2	-0.7	12.3	-5.5	-2.8	7.2	1.1	-0.4	-2.5	-7.7	-2.1
C=CCNC(=O)c1ccccc1NC(=O)C1CCN(S(=O)(=O)c2ccc(SC)cc2)CC1	6.3	14.2	-8.8	2.6	-17.8	-6.2	0.4	-2.2	3.9	-4.4
COc1cc(/C=N\Nc2nc3ccccc3[nH]2)cc(OC)c1OC	-0.7	1.2	6.7	1.1	-5.9	-3.7	-0.3	-0.2	-4.7	-0.5
COCCCNC(=O)CCc1nc(-c2ccccc2Cl)no1	0.9	-5.2	-9.8	-0.1	-26.1	-2.2	-0.4	0.9	1.9	-0.9
CC(=O)Oc1ccc(C2C3=C(CC(C)(C)CC3=O)Nc3cc4c(cc32)OCCO4)cc1 (stereo unspecified)	8.2	5.3	1.1	-0.1	5.3	4.0	-1.7	-1.0	-0.6	-0.6
Nc1nc(-c2nonc2N)no1	5.5	6.3	1.1	6.3	10.2	3.7	1.5	-1.2	4.7	nt
COc1ccc2c(c1)C1NC(=S)NC(C)(O2)C1C(=O)Nc1ccc(C)cc1C (stereo unspecified)	2.2	-11.4	9.3	-4.1	-1.9	2.8	1.6	2.1	2.9	-3.4
COC(=O)c1ccccc1S(=O)(=O)NNC(=O)c1nn(C)c(=O)c2ccccc12	0.9	5.9	-1.5	-2.4	-3.6	-2.0	5.2	-1.1	-1.5	-1.5
CN1/C(=C/C(=O)C2CC2)C(C)(C)c2ccccc21	-1.1	-7.5	-22.3	-3.0	3.1	-1.6	1.8	1.6	10.7	5.0
O=[N+]([O-])c1ccc(N/N=C2/CCCCC2c2ccccn2)c([N+](=O)[O-])c1 (stereo unspecified)	-0.5	-22.0	1.9	-4.4	15.3	nt	1.0	3.1	4.8	-0.2
CC(NC(=O)C1C2C=CC(C2)C1C(=O)O)c1ccccc1 (stereo unspecified)	6.8	-4.8	-1.1	-1.2	-17.7	2.3	-0.6	0.8	7.7	-2.7
Nc1nnc(SCC(=O)Nc2ccccc2N2CCOCC2)s1	-0.5	4.7	4.1	-3.0	7.9	-0.2	0.1	-0.8	11.1	-4.9
Fc1ccc(CNc2nc(-c3ccccc3)nc3ccccc23)cc1	2.3	-43.1	4.2	-6.0	-6.5	0.3	-1.0	7.5	2.3	-2.1
COc1cc(OC)c(NC(=O)CCNS(=O)(=O)c2cc(Br)cnc2N)cc1Cl	2.1	3.5	-2.7	-3.4	-4.6	3.3	0.9	-0.7	-1.8	12.8
COc1ccc(S(=O)(=O)N2CCOCC2)cc1NC(=O)CN1CCCCCC1	0.2	5.0	-0.6	-5.1	-0.6	-0.1	-4.2	-1.1	-1.2	35.6*
CC(=O)Nc1cccc(NCC(=O)Nc2cc(S(=O)(=O)N3CCCCC3)ccc2Cl)c1	-2.4	11.2	-2.8	-4.3	9.6	-1.8	-2.7	-2.1	1.4	9.1
COc1ccccc1NC(=O)c1ccc(NC(=O)CSc2nc(N)cc(=O)[nH]2)cc1	2.3	14.1	-18.0	-1.4	-5.7	-1.9	-0.6	-3.6	-2.1	-6.7
Cc1cccc(S(=O)(=O)Nc2cc(Cl)ccc2N2CCOCC2)c1	0.5	1.4	2.1	4.2	-2.0	0.7	5.5	-0.3	9.2	-1.1

Retrieved by structure from the list above:
SMILES	HTR5A ag	MOR-DOR inv ag	RTF Ca sens inh	Keap1 Nrf2 FP	HTR5A inv ctr	V-ATPase pH	C-LANA FP	OPRM1-OPRD1 ag	RTF Ca sens act	CAL-PDZ inh HTS
Oc1ccc(/C=N/N2CCCCC2)c(O)c1	-2.4	4.5	0.8	2.1	8.8	1.9	-1.0	-0.9	-4.6	-0.1
COC(=O)Cn1c(=NC(=O)CN2C(=O)CCC2=O)sc2cc(S(N)(=O)=O)ccc21	-2.5	10.8	0.2	-4.1	13.8	2.9	0.3	-2.0	3.0	0.9
CCN(CC)CCn1c2c(c(SCC(=O)Nc3cccc4ccccc34)nc1=O)CCCC2	-0.7	12.3	-5.5	-2.8	7.2	1.1	-0.4	-2.5	-7.7	-2.1

High-throughput results as filed in PubChem.
